# Bioassay records (PubChem BioAssay)
# M1 ag parental – counter-screen for M1 agonists: effect in parental CHO-K1 cells. Fluo-8 calcium fluorescence; scaled to maximal ATP response, vehicle zero. activation, % at 3 µM. 360,000 compounds, 0.48% hits; in the data active = activation above about 15%;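 note: untransfected CHO-K1 host cells lacking M1 receptor as counterscreen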
# CHO-K1 Ca PAM – nonselective activator or artifact in parental CHO-K1 calcium assay; ATP EC20, Fluo-8 calcium fluorescence; 0% at ATP EC20, 100% at ATP max; activation, % at 3 µM; 360,000 compounds, 0.02% hits;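 active = activation above the run cutoff, the mean activation of all test compounds plus 3 SD, cut at about 40% in these data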;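 note: peak over basal fluorescence ratio in a 140 s read after ATP addition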
# TAAR1 antag – human TAAR1 antagonism; inhibition, % at 3 µM; CHO RD-HGA16 TAAR1, Fluo-8 calcium fluorescence, antagonist; Q96RJ0; 360,000 compounds, 1.5% hits;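 active = inhibition above a per-plate cutoff, the mean inhibition of test compounds on that plate plus 3 SD, cut at about 49% in these data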;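 note: 0% = DMSO plus EC80 beta-PEA response and 100% = DMSO alone without agonist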
#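 Test system – hTAAR1-expressing CHO RD-HGA16 cells, Gα16-coupled · Also added – β-PEA at EC80 concentration, post-compound challenge · Compound – 3 µM, single point · Incubation – dye loading 75 min at 37 °C, then 30 min room temperature · Measured by – Fluo-8 intracellular calcium dye fluorescence, real-time kinetic reads · Benchmarks – vehicle and agonist controls · Replicates – singlicate, one well per test compound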
# CHO parental Ca – counter-screen for OX1R antagonists: effect in parental CHO cells. inhibition, % at 5.6 µM. parental CHO-K1, ATP-induced calcium, Fluo-8 fluorescence. 330,000 compounds, 0.63% hits;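 active = inhibition above that plate's mean sample inhibition plus 3 SD, cut at about 26% in these data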;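 note: 0% = ATP-challenged DMSO wells and 100% = DMSO wells without ATP; some compounds past the cut are filed as inactive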
#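 Material: parental CHO cells / Compound: single nominal dose of 5.6 µM per compound / Signal: Fluo-8 fluorescence / Replicates: singlicate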
# CHO-K1 Ca antag – nonselective inhibitor or artifact in parental CHO-K1 cells. ATP-induced calcium, Fluo-8 fluorescence. inhibition, % at 3 µM. 360,000 compounds, 0.6% hits;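 active = inhibition above a per-plate cutoff, the plate's mean sample inhibition plus 3 SD, cut at about 24% in these data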;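 note: 0% = DMSO plus EC80 ATP and 100% = DMSO alone without ATP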
# OXTR ag – human OXTR agonism. CHO-OTR cells, Fluo-8 calcium fluorescence; normalized: DMSO 0%, oxytocin 100%. activation, % at 3 µM. 320,000 compounds, 0.32% hits. AID 2435;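 active = activation above the mean of all tested compounds plus 3 SD, cutoff set per screening run, cut at about 20% in these data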;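 note: peak over basal fluorescence ratio from a 100 s FLIPR kinetic read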
# Target sequence (P30559 whole entry, looked up): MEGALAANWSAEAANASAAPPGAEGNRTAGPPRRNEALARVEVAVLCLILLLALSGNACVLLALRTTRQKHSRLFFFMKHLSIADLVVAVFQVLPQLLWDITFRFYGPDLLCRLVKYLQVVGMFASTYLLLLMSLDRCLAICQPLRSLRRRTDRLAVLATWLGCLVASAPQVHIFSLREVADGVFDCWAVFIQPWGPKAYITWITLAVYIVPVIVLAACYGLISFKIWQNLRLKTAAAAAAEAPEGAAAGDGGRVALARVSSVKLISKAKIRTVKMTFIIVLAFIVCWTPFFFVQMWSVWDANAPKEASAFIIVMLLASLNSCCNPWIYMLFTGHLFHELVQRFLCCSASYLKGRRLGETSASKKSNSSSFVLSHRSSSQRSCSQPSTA
# V1aR counter – counter-screen for oxytocin receptor agonists: human V1a receptor agonists; CHO-V1R cells, Fluo-8 calcium fluorescence, agonist mode; 0% DMSO, 100% 3 nM vasopressin; activation, % at 3 µM; 320,000 compounds, 0.25% hits;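 active = activation above the mean activation of all tested compounds plus 3 SD, per screening run, cut at about 20% in these data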;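 note: signal is peak over basal fluorescence ratio across a 100 second FLIPR read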
# Target sequence (P37288 whole entry, looked up): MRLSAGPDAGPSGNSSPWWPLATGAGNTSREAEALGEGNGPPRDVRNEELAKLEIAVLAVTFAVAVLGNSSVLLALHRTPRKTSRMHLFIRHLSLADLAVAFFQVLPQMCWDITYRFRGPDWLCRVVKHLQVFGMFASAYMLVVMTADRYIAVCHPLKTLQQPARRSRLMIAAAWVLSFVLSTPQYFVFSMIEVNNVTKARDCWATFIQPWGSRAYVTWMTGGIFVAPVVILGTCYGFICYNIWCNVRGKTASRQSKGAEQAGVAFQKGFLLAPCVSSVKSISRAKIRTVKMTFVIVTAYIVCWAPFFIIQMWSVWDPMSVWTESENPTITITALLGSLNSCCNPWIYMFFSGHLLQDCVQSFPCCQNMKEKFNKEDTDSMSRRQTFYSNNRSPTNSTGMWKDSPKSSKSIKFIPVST
# OXTR potentiate – human OXTR potentiation; 320,000 compounds, 0.061% hits; P30559; activation, % at 3 µM; CHO-OTR cells, Fluo-8 calcium fluorescence, potentiator mode; 0% = oxytocin EC15, 100% = EC100;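 active = activation above that plate's cutoff, the mean activation of tested compounds plus 3 SD, cut at about 6.6% in these data, passing the limit was not always enough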;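 note: 100% uses oxytocin at 75 nM as the full agonist control; some results filed as inactive read as strong as hits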
#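 Assay system: CHO-OTR cells, human receptor / Also added: oxytocin at about EC15, sub-maximal agonist stimulus / Dosing: single dose, 3.0 µM nominal final compound concentration / Incubation: 6 min pre-incubation, 100 s read / Technique: Fluo-8 calcium dye fluorescence / Read-out: % activation vs EC15 and EC100 oxytocin / Benchmarks: EC15 oxytocin low, 75 nM oxytocin high / Replicates: singlicate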
# GPR7 antag – blocks human GPR7 receptor signaling; 290,000 compounds, 1.1% hits; AID 1861; GPR7-expressing cells, fluorescence antagonist assay; P48145; inhibition, % at 4.4 µM; in the data active = inhibition above about 16%, passing the limit was not always enough;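 note: cells stimulated with the agonist NPW; 0% = agonist with vehicle and 100% = vehicle without agonist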
# * hit, by the source's call; / = no result given; & = joins results of further samples; ! = a repeat was not active. Hits appear at their usual frequency; about 3.5% have a hit in one of these screens.
# Start of the listing, in advance:
SMILES,M1 ag parental,CHO-K1 Ca PAM,TAAR1 antag,CHO parental Ca,CHO-K1 Ca antag,OXTR ag,V1aR counter,OXTR potentiate,GPR7 antag
O=C(CCCn1c(=S)[nH]c2ccc(Br)cc2c1=O)NCC1CCCO1 (stereo unspecified),1.2,9,13,-18,-2,-0.3,0.6,4,-2
O=C(COC(=O)/C=C/c1cccc(Cl)c1)NC(=O)NCc1ccccc1,0.2,18,0,-11,-6,0.9,0.2,-8,/
COc1ccc(Br)cc1Cn1nnc(C(=O)Nc2ccc3c(c2)OCCO3)c1N,1.7,-9,4,12,0,8.3,9.6,-10,13
CCOC(=O)c1ccc(NC(=O)CN2C(=O)NC3(CCCCCCC3)C2=O)cc1,2.1,12,-4,-10,-25,-0.3,-0.1,-8,/
NNC(=O)c1ccc(COc2cccc3ccccc23)o1,0.5,15,0,-11,-1,-1.0,0.5,-1,-17
COc1cc(-c2nnc(COC(=O)c3ccc(C)o3)o2)cc(OC)c1OC,0.8,10,8,-10,-17,-0.5,-1.1,-3,/
O=C(NCC1CCN(Cc2ccccc2F)CC1)Nc1cccc(Br)c1,9.1,-17,-9,-5,-5,14,6.5,-8,25
CS(=O)(=O)N(CC(=O)Nc1cccc(F)c1)Cc1ccccc1,0.9,12,1,-2,-6,-0.1,-0.2,-4,-3
CCOC(=O)c1ccc(N2C(=O)CC(C3CCCO3)C2=O)cc1 (stereo unspecified),0.1,-1,-29,-23,-2,-0.4,0.8,-9,-13
Cc1ccc(-c2nc(CS(=O)(=O)CC(=O)N3CCc4ccccc4C3)c(C)o2)cc1,2.7,11,30,-29,-11,7.3,7.5,-15,-10

# The whole of this part, from the start:
SMILES,M1 ag parental,CHO-K1 Ca PAM,TAAR1 antag,CHO parental Ca,CHO-K1 Ca antag,OXTR ag,V1aR counter,OXTR potentiate,GPR7 antag
O=C(CCCn1c(=S)[nH]c2ccc(Br)cc2c1=O)NCC1CCCO1 (stereo unspecified),1.2,9,13,-18,-2,-0.3,0.6,4,-2
O=C(COC(=O)/C=C/c1cccc(Cl)c1)NC(=O)NCc1ccccc1,0.2,18,0,-11,-6,0.9,0.2,-8,/
COc1ccc(Br)cc1Cn1nnc(C(=O)Nc2ccc3c(c2)OCCO3)c1N,1.7,-9,4,12,0,8.3,9.6,-10,13
CCOC(=O)c1ccc(NC(=O)CN2C(=O)NC3(CCCCCCC3)C2=O)cc1,2.1,12,-4,-10,-25,-0.3,-0.1,-8,/
NNC(=O)c1ccc(COc2cccc3ccccc23)o1,0.5,15,0,-11,-1,-1.0,0.5,-1,-17
COc1cc(-c2nnc(COC(=O)c3ccc(C)o3)o2)cc(OC)c1OC,0.8,10,8,-10,-17,-0.5,-1.1,-3,/
O=C(NCC1CCN(Cc2ccccc2F)CC1)Nc1cccc(Br)c1,9.1,-17,-9,-5,-5,14,6.5,-8,25
CS(=O)(=O)N(CC(=O)Nc1cccc(F)c1)Cc1ccccc1,0.9,12,1,-2,-6,-0.1,-0.2,-4,-3
CCOC(=O)c1ccc(N2C(=O)CC(C3CCCO3)C2=O)cc1 (stereo unspecified),0.1,-1,-29,-23,-2,-0.4,0.8,-9,-13
Cc1ccc(-c2nc(CS(=O)(=O)CC(=O)N3CCc4ccccc4C3)c(C)o2)cc1,2.7,11,30,-29,-11,7.3,7.5,-15,-10
Cn1c(=O)c(C(=O)c2ccc(S(C)(=O)=O)c(Cl)c2Cl)c(O)c2ccccc21,0.5,-19,-12,-10,4,0.0,-0.1,-5,/
COc1ccccc1C(=O)NCC(=O)N/N=C/c1cccc(Cl)c1,2.2,10,10,-4,-6,1.0,3.6,-2,-6
O=C(/C=C/c1ccccn1)c1ccc(Br)cc1O,-0.1,13,1,-30,-7,-1.0,-0.9,-2,-11
CN(C)S(=O)(=O)c1ccc(NC(=O)C2CC(=O)N(Cc3ccccc3Cl)C2)cc1 (stereo unspecified),1.3,18,-15,-13,-3,-0.5,1.0,-5,/
FC(F)(F)c1cccc(CN2CCCCCC2)c1,-0.1,-6,1,1,3,0.7,-0.4,-10,4
COc1ccccc1C/C(N)=N/OC(=O)COc1cc(C)cc(C)c1C,0.2,13,11,-24,-6,-0.2,0.6,-13,-4
Cn1nc(C(=O)NC2CCCCC2)c2c1-c1ccccc1SC2,2.8,-6,-6,-6,4,-2.4,-1.0,-2,-15
COc1ccccc1NC(=S)NC(=O)CCCOc1ccc(Cl)cc1Cl,5.9,14,2,-13,-13,0.1,-1.1,-5,-2
CCCCNc1c(-c2ccc(-c3cccc(Cl)c3)cc2)nc2ccccn12,-0.5&3.5,-2&9,65*!,27,-4&-17,-0.9,0.3,-12,/
O=C(NC1CCCCC1)c1n[nH]c2c1CCCCC2,0.1,-7,-4,-7,2,0.1,0.1,-4,/
COCCNC(=O)c1c[nH]c2ccc(S(=O)(=O)N(C)c3ccc(C)c(C)c3)cc2c1=O,1.9,-6,41,-14,-7,2.2,6.0,-6,-14
NC1=NOC(=O)C1C1CCCCC1 (stereo unspecified),1.4,14,10,/,-12,/,/,/,/
Cn1ccc(NC(=O)Nc2cccc([N+](=O)[O-])c2)n1,9.1,10,3,1,11,2.5,6.3,-8,-2
Cc1ccccc1C(=O)NNC(=O)C12CC3CC(CC(C3)C1)C2,-0.1,-12,-11,0,11,0.3,0.0,-11,4
O=C1/C(=C2/NCCN2C2CC(=O)N(c3ccccc3)C2=O)CC/C1=C\c1ccccc1 (stereo unspecified),4.8,6,47,-7,3,2.1,0.5,-4,-16
SMILES,M1 ag parental,CHO-K1 Ca PAM,TAAR1 antag,CHO parental Ca,CHO-K1 Ca antag,OXTR ag,V1aR counter,OXTR potentiate,GPR7 antag
CC#CCN1c2ccccc2[C@]23C[C@@H](C(=O)OC)N(C(=O)C4CCC4)C2=NC(C(=O)OC)=C(C(=O)OC)[C@H]13,-0.3,1,4,-26,-4,-2.5,-0.4,-1,/
CCc1ccc(NC(=O)CCCNC(=O)Cn2cnc3sc(C)c(C)c3c2=O)cc1,-0.2,4,-11,-27,-5,-1.2,-1.4,1,0
CN1CCN(C(=O)c2cc(COc3ccc(F)cc3Cl)on2)CC1c1ccccc1 (stereo unspecified),2.9,-8,34,-16,-8,1.5,1.7,-4,-1
Cc1ccc(S(=O)(=O)Cn2nnnc2C(CC(C)C)N2CCN(c3ccc(F)cc3)CC2)cc1 (stereo unspecified),0.0,0,2,-5,-6,-0.4,0.7,-2,-12
O=C(NNC(=O)c1cccs1)c1ccncc1,-0.1,17,-4,-13,3,-0.9,0.8,-12,-5
O=S(=O)(c1ccc2c(c1)OCCO2)N1CCN(c2nc3ccccc3s2)CC1,0.1,15,-16,-6,-12,0.6,0.6,-5,5
C=CCn1c(COc2ccccc2F)nnc1SCC(=O)c1c[nH]c2ccccc12,1.1,11,26,-5,-1,5.2,4.9,-19,6
CCN(CC)S(=O)(=O)c1ccc(NC2c3ccccc3C(=O)N2c2ccc(C)cn2)cc1 (stereo unspecified),0.3,14,-7,1,-7,-0.2,-0.8,0,12
O=C(Nc1ccccc1)Nc1cc(S(=O)(=O)N2CCOCC2)ccc1N1CCCC1,3.3,26,-14,-3,-8,-0.6,0.3,-3,-8
CCOC(=O)CC1(NC(=O)C2CCC(=O)N(Cc3ccccc3OC)C2)CCCCC1 (stereo unspecified),-0.1,-10,-9,/,-4,/,/,/,-11
O=C(Oc1ccccc1O)c1cccc2ccccc12,5.3,3,7,-11,-5,-0.7,-1.2,-17,4
O=C(CN(CC1CCCO1)C(=O)CNS(=O)(=O)c1ccccc1)NCCc1ccccc1 (stereo unspecified),0.5,-7,-5,-11,-11,-0.3,0.5,-6,-11
COC(=O)CNc1nc(-c2ccncc2)nc2ccccc12,0.2,13,14,-12,0,-1.4,0.4,0,0
CCc1ccccc1NC(=S)N(Cc1ccco1)C(C)c1cccs1 (stereo unspecified),0.6,-6,-24,-1,1,0.5,-0.4,-2,-20
CCOCCCNC(=S)N1CCN(C(=O)C(=O)Nc2ccc(C(=O)OC)cc2)CC1,0.0,8,-19,-8,-7,0.7,2.6,-7,-10
CCOC(=O)Nc1sc(NS(=O)(=O)c2ccccc2)nc1C,0.0,13,-5,-2,-1,0.1,0.7,2,-8
O=C(O)C1CCCC2CN3CCc4c([nH]c5ccccc45)C3C(O)C21 (stereo unspecified),0.0,3,-10,-2,-3,1.1,0.3,-10,-14
C(=C\c1ccco1)/C1=NN(c2ccccc2)C(c2ccco2)C1 (stereo unspecified),3.6,-14,/,2,18,1.8,8.3,-8,-11
CCN(CC(=O)NCc1cccs1)C(=O)c1ccc(NS(=O)(=O)c2ccc(C(C)=O)cc2)cc1,1.5,5,-17,-4,3,-0.5,-1.1,-5,/
COc1ccccc1CC(=O)NC1CC(C)(C)NC(C)(C)C1,0.4,13,-4,7,-6,-0.1,0.1,-2,-1
CC(C)OC(=O)N(C)C[C@@H]1OCc2cnnn2CCCC(=O)N([C@@H](C)CO)C[C@H]1C,1.2,15,-5,/,-1,/,/,/,/
COc1ccc(C2=NNC(=O)C2(C)Br)cc1 (stereo unspecified),-0.1,0,-16,/,-5,/,/,/,/
COc1ccc(S(=O)(=O)NCC2CCC(C(=O)NCc3ccco3)CC2)cc1 (stereo unspecified),0.0,11,13,-8,3,0.0,-0.1,-6,-9
CCc1ccccc1NC(=S)NCc1cccn1C,-0.4,4,-12,-12,2,-0.1,-0.3,-4,0
CCOC(=O)c1c(-c2ccc(-c3ccccc3)cc2)csc1NC(=O)CCN1CCOCC1,0.6,-9,27,-14,10,-0.5,0.7,0,-24
SMILES,M1 ag parental,CHO-K1 Ca PAM,TAAR1 antag,CHO parental Ca,CHO-K1 Ca antag,OXTR ag,V1aR counter,OXTR potentiate,GPR7 antag
Nc1cc(Nc2ccc(Br)cc2)nc(N)n1,-0.3,-8,1,-14,-3,0.0,0.0,-5,7
COc1ccc(S(=O)(=O)N(C)CC(=O)NC2CCCC2)cc1OC,3.9,10,-3,-5,-3,-0.6,1.2,-1,5
CCCCn1nnnc1C(c1ccccc1)N1CCN(c2ncc(C(F)(F)F)cc2Cl)CC1 (stereo unspecified),0.7,14,-25,/,-11,/,/,/,/
CCC(c1nnnn1C1CCCC1)N1CCN(C(=O)c2ccco2)CC1 (stereo unspecified),0.1,22,-2,-20,-14,0.0,0.2,-10,12
Cc1ccc(S(=O)(=O)NCCC(=O)Nc2ccc(Cl)c(Cl)c2)cc1,5.8,10,0,2,0,6.3,6.9,-15,-2
CCOc1ncccc1C(=O)OCC(=O)NC1CCCCCC1,0.8,-1,1,/,-6,/,/,/,/
Clc1ccc(Sc2cnc3ccccc3n2)cc1,0.1,5,17,-14,-4,-1.4,-0.8,-9,-4
